# ROC1-CUL1 inh: inhibitors of human ROC1-CUL1 ubiquitin ligase activity. inhibition, % at 10 µM. in vitro K48 di-Ub FRET, acceptor:donor ratio, 45 min. hit rate 0.6% among 140,000; in the data active = inhibition above about 25%
# Target sequence (P62877 whole entry, looked up): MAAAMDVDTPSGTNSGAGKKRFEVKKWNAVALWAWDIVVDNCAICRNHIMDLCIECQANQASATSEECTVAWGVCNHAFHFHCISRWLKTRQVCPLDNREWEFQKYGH
# Target sequence (Q13616 whole entry, looked up): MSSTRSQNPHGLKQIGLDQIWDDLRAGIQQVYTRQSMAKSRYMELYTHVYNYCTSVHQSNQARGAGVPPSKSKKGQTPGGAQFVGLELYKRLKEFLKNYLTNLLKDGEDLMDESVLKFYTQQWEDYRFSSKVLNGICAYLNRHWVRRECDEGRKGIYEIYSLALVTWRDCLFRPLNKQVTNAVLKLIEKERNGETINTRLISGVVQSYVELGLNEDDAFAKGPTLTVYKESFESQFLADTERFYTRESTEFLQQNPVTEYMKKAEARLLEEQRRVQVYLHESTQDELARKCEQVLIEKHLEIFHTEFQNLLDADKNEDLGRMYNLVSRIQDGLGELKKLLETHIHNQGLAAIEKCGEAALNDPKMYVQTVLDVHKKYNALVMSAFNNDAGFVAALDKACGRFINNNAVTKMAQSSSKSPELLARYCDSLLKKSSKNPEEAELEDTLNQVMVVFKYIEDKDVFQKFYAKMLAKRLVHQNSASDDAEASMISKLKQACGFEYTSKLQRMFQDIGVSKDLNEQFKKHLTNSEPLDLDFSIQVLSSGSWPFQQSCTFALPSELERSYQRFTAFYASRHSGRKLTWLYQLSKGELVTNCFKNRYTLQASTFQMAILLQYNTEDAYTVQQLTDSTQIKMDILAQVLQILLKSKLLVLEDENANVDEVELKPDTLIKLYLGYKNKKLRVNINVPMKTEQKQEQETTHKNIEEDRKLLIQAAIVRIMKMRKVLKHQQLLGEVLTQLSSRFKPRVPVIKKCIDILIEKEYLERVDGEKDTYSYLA
# Numbers without * were called inactive. This is a subset; the hit share may differ from the screen's.
item	mol	ROC1-CUL1 inh
1	C=CCNC(=O)c1ccccc1NC(=O)CN(c1ccc(C(C)C)cc1)S(=O)(=O)c1ccc(C)cc1	-5
2	COC(=O)CN(c1cc(Cl)ccc1C)S(=O)(=O)c1ccc(C)cc1	1
3	Cc1ccc(C(=O)NCCc2csc(-c3cccc(F)c3)n2)cc1C	-6
4	C=C(C)CSc1nc(N)c2c3c(sc2n1)CC(C)CC3 (stereo not given)	19
5	CCOc1ccc(CNC(=O)c2ccc(CSc3nc4ccncc4n3Cc3ccc(F)cc3)cc2)cc1	6
6	CCOC1(OCC)C(c2ccccc2)C(C#N)(S(=O)(=O)c2ccccc2)C1(OCC)OCC (stereo not given)	5
7	Cc1cc(C)c(S(=O)(=O)NCC(=O)Nc2ccc(C(N)=O)cc2)c(C)c1	1
8	O=C(Nc1ccccc1C(F)(F)F)c1ccc(S(=O)(=O)N2CCOCC2)cc1	14
9	C=CCn1c(CNc2cccc(Cl)c2C)n[nH]c1=S	-8
10	CC(=O)Nc1nc2sc(C)c(C)c2s1	13
11	CCOc1cc(C)c(C(C)C)cc1S(=O)(=O)N1c2ccccc2CC1C (stereo not given)	4
12	Cc1ccc(-c2cc(C(F)(F)F)n3nc(C(=O)NCC45CC6CC(CC(C6)C4)C5)cc3n2)cc1	-3
13	N#CC1C(=N)Oc2n[nH]c(-c3ccccc3)c2C12C(=O)Nc1ccc(F)cc12 (stereo not given)	-2
14	CC(C)CNC(=O)c1nn2c(C(F)(F)F)cc(-c3ccc(Br)cc3)nc2c1Cl	1
15	COCc1c(C(=O)Nc2ccc(F)cc2)nnn1-c1cc(C)cc(C)c1	-3
16	COc1ccc(C(c2nnnn2C(COc2ccccc2)C(C)(C)C)N2CCCC2)cc1OC (stereo not given)	0
17	Cc1nc2ccn(Cc3ccco3)c(=O)c2cc1C(=O)N1CCN(c2ccccc2F)CC1	-8
18	CC(=O)Nc1nnc(SCc2ccc(C(=O)Nc3ccc(C(C)=O)cc3)cc2)s1	5
19	Cc1ccc(S(=O)(=O)NCC(c2ccc(N(C)C)cc2)N2CCOCC2)cc1 (stereo not given)	2
20	Cc1c(C(=O)N2CCCC2)oc2c1-c1nn(CC(=O)NCc3cccc(Br)c3)cc1CC2	1
21	CC(C)NC(=O)C1(c2ccccc2)CCCC1	-2
22	Cc1ccc(OC(=O)c2cc([N+](=O)[O-])cc([N+](=O)[O-])c2C)c(-n2nc3ccccc3n2)c1	9
23	Cc1ccc(C(=O)c2oc3ccccc3c2NC(=O)c2cc(-c3ccccc3)on2)cc1F	1
24	CCN(CC)CCOC(=O)c1ccc(NC(=O)C(C)Oc2ccccc2)cc1 (stereo not given)	-4
25	Cc1c(Cl)cccc1NC(=O)CCS(=O)(=O)c1ccc2c(c1)oc(=O)n2C	-5
26	CCOc1ccc(N2CC(NC(=O)c3ccc4c(c3)OCO4)CC2=O)cc1 (stereo not given)	-2
27	Cc1cccc(NC(=O)c2sc3nc4c(c(-c5cccs5)c3c2N)CN(C)CC4)c1	-2
28	COc1ccc(OC)c(NC(=O)C(C)NS(=O)(=O)c2ccc(C)cc2)c1 (stereo not given)	-3
29	Cc1cc(NC(=O)CN2CCC(C)CC2)nc2c1c(=O)oc1ccccc12	-4
30	Cc1ccccc1CNC(C)c1ccccc1 (stereo not given)	-6
31	Cc1ccc(NCC(=O)N/N=C/c2cc([N+](=O)[O-])ccc2N(C)C)cc1C	5
32	CCSc1nnc(NC(=O)c2cc(-c3ccc(C)cc3)nc3ccccc23)s1	-1
33	COc1cc(NC(=O)c2cnn3c(-c4ccccc4)cc(-c4ccccc4)nc23)c(OC)cc1Cl	2
34	COc1cccc(OC)c1C(=O)NCCc1sc(-c2cccc(F)c2)nc1C	-8
35	Cc1ccc(S(=O)(=O)N(C)c2ccc(C(=O)Nc3cccnc3)cc2)cc1	-8
36	Cc1ccccc1CCC1CCCN(C(=O)CN2CCCC2=O)C1 (stereo not given)	-9
37	Cc1ccc(NC(=O)C2CCN(S(=O)(=O)c3ccc4c(c3)CCCN4C(=O)C3CCC3)CC2)cc1	9
38	Cc1cc(O)cc(O)c1/C=N/Nc1nnc(C)n1N	-1
39	CSC(=Nc1ccc(/C=C/c2ccc(N=C(SC)SC)cc2)cc1)SC	-1
40	c1ccc(COC2CCCN(c3nc4nonc4nc3N3CCCC3)C2)nc1 (stereo not given)	1
41	FC(F)(F)c1cccc(N2CN(c3cccc(C(F)(F)F)c3)CN(c3cccc(C(F)(F)F)c3)C2)c1	0
42	COc1cc(CN2CCSCC2)ccc1OCC(O)CN1CCCCCC1 (stereo not given)	1
43	CCCCNC(=O)CCC1CCCCC1	-2
44	COC(=O)CCC(=O)NNC(=O)CCCOc1ccc(Cl)cc1Cl	-5
45	COc1cccc(CN2CCN(CC(=O)NC3CCCCCC3)CC2)c1	-4
46	CSCCNC(=O)c1ccc2nc(C3CC3)oc2c1	10
47	Cc1cccc(C(=O)NC(C(=O)O)C23CC4CC(CC(C4)C2)C3)c1 (stereo not given)	1
48	Nn1c(COc2ccccc2)nnc1SCC(=O)Nc1cccc(C(F)(F)F)c1	-2
49	COCCN1CCCC2(CCN(C(=O)c3ccc4[nH]ccc4c3)C2)C1=O (stereo not given)	0
50	Cc1ccc(CNC(=O)CN2C(=O)C3(SCC(=O)N3c3ccc(F)cc3)c3ccccc32)cc1 (stereo not given)	3

# Later entries
item	mol	ROC1-CUL1 inh
51	COc1ccc(-c2n[nH]c(=S)n2-c2ccc(C)cc2)cc1OC	10
52	CCOC(=O)c1c(-c2ccc(C)cc2)csc1NC(=O)c1cc(-c2ccc(Cl)cc2)on1	-4
53	COc1cccc(CN2CCC(CO)(Cc3ccc(Cl)cc3)CC2)c1O	-9
54	CCOc1ccc(-c2nc(Cn3c(=O)cc(C)c4c(C)nn(-c5ccc(C)cc5)c43)c(C)o2)cc1	0
55	COc1ccc(N2CCN(CC(=O)Nc3ccc(C(C)C)cc3)CC2)cc1	3
56	COc1ccc2c(c1)c1c(c(=O)n(-c3ccccc3C)c(=O)n1C)n2C	2
57	CC1=C(C(=O)Nc2cccc(C(F)(F)F)c2)C2(CCCCC2)OC1=O	4
58	CN(C)c1cnn(CC(=O)N2CCCC2c2ccc(F)cc2)c(=O)c1 (stereo not given)	10
59	CCOC(=O)C(N=C1C([N+](=O)[O-])C(=O)N(C)C(=O)N1C)C(C)C (stereo not given)	5
60	Cc1nc(N2CCC(C(=O)NCC3(O)CCCCC3)CC2)nc2cc(S(C)(=O)=O)ccc12	6
61	CCOC(=O)C1(Cc2ccc(OC)cc2)CCN(C(=O)C2CCOCC2)CC1	12
62	COc1cc(NC(=O)C2CCN(C(=O)c3sc4nc[nH]c(=O)c4c3C)CC2)cc(OC)c1OC	-11
63	CCOc1ccccc1NC(=O)c1cccc(NS(C)(=O)=O)c1	2
64	COc1ccc(NCc2nnc(SCC(=O)Nc3c(C)cccc3C)o2)cc1	-6
65	Cc1cc(C(=O)Nc2ccc3oc(Cc4ccc(Cl)cc4)nc3c2)ccc1[N+](=O)[O-]	1
66	COc1ccc2c(c1)-c1nc(-n3ncc(C(=O)N4CCN(C5CCCCC5)CC4)c3C)ncc1CC2	-2
67	Cc1cc(Nc2ccc(Br)cc2)nc(C)n1	-4
68	COC(=O)C(OC)(OC)C(c1ccc(OC)cc1)C(C#N)C(=O)O (stereo not given)	11
69	Cc1cc(C)nc(NS(=O)(=O)c2ccc(NC(=S)NC(=O)COc3ccc(Br)cc3Cl)cc2)n1	1
70	Cc1ccc(NC(=O)c2cccn2-c2nnc(N3CCCCC3)s2)cc1Cl	2
71	CCCCCOc1ccc(NC(=O)Cn2c(-c3nonc3N)nc3ccccc32)cc1	0
72	Cc1cccc(N2CCCn3c2nc2c3c(=O)[nH]c(=O)n2C)c1	7
73	O=C(NNC(=S)Nc1ccc(F)cc1)c1ccccc1O	-11
74	COc1cccc([C@@H](C)NC(=O)c2cn(CC(C)C)cc(C(=O)N3CCCCCC3)c2=O)c1	-5
75	CS(=O)(=O)N(CC(=O)Nc1ccc(S(=O)(=O)N2CCOCC2)cc1)c1cccc(F)c1	-1
76	CC(C)CCNC(=O)Cn1cnc2c1c(=O)n(C)c(=O)n2C	1
77	O=C(Nc1ccc(Br)cc1)c1cc(S(=O)(=O)NCc2cccs2)ccc1Cl	8
78	CN1CCN(CCc2nc3cc(NC(=O)C4CCCCC4)ccc3n2C)CC1	-4
79	Cc1nc2ccc(S(=O)(=O)NC(C(=O)NCc3ccccc3Cl)C(C)C)cc2s1 (stereo not given)	-5
80	CCOc1ccccc1C1c2c(ccc3ccccc23)OC(=N)C1C#N (stereo not given)	3
81	CC1=NC(=O)NC(=O)C1C1N2CC3(C(C)C)CN1CC(C(C)C)(C2)C3=O (stereo not given)	5
82	COc1ccc(/C=C/c2nc(C#N)c(N3CCCCC3)o2)cc1OC	9
83	Cc1cc(S(=O)(=O)Nc2cc3c(cc2NCc2ccccc2)n(C)c(=O)n3C)ccc1F	-1
84	CC(=O)N1CCC(NC2CC(=O)N(Cc3cccc(F)c3)C2)CC1 (stereo not given)	4
85	CC(=O)Nc1ccc(Nc2nc3c(S(=O)(=O)c4cc(C)ccc4C)nnn3c3ccsc23)cc1	-9
86	Cc1cc2oc(C(=O)N(Cc3ccc(N(C)C)cc3)Cc3ccco3)c(C)c2cc1Cl	2
87	COc1ccc(C(=O)NCC(c2ccc3c(c2)OCO3)N2CCOCC2)cc1 (stereo not given)	-5
88	CCCOc1ccccc1C(=O)N1CCC(c2nc3ccccc3s2)CC1	-5
89	Cc1ccc(S(=O)(=O)c2nc(-c3ccccc3F)oc2NCc2ccccc2)cc1	-8
90	CCN1CCN(c2ncc3c(n2)CCN(CC(C)C)C3)CC1	-4
91	CN(c1ccccc1)C(CNS(=O)(=O)c1ccccc1)c1ccccc1 (stereo not given)	0
92	CCCN1CCN(C(=O)Nc2ccc(C)cc2)CC1	1
93	CCS(=O)(=O)c1ncccc1S(N)(=O)=O	0
94	COc1ccc(CNC(=O)C2Cc3cc(S(=O)(=O)N4CCCCCC4)ccc3N2C(C)=O)cc1 (stereo not given)	-2
95	COCCNC(=O)c1cc2c(=O)n3cc(C)ccc3nc2n1C	5
96	O=S(=O)(c1ccc(-c2csc(=Nc3ccccc3)n2-c2ccccc2)cc1)N1CCOCC1	0
97	COc1ccc(CNC2CCN(c3ccc(C(=O)N4CCCC(CO)C4)cc3)CC2)cc1OC (stereo not given)	2
98	O=C(N=C(Cc1ccccc1)C(=O)N1CCOCC1)c1ccc(Br)o1	11
99	O=C(NCCC1=CCCCC1)NC1CCCCC1	12
100	CCC(C)c1ccccc1NS(C)(=O)=O (stereo not given)	10

# Going on with the list:
item	mol	ROC1-CUL1 inh
101	Cc1ccc(NC(=O)Cn2nc(Cc3ccncc3)c3ccccc3c2=O)c(Cl)c1	1
102	CC(C)(C)c1ccc(-c2nc(SCCCOc3ccccc3)n3[nH]c(=O)cc3n2)cc1	5
103	CCn1c(CNc2ccc(OC)cc2)nnc1SCc1ccc(Cl)cc1	-7
104	O=c1c2cc(O)cc3cccc(c32)c2nc3ccc4c5c(ccc(c35)n12)CC4	5
105	CC(C)(C)CN1CCOc2ccc(C(C)(O)COc3ccccc3)cc2C1 (stereo not given)	16
106	CC(C)(C)Cc1nnc(NC(=O)c2ccc(Cl)cc2Cl)s1	-7
107	CC1CN(Cc2c(O)ccc3c(=O)c(-c4cccc5ccccc45)c(C(F)(F)F)oc23)CC(C)O1 (stereo not given)	-1
108	COc1cc(/C=C2\SC(=O)N(Cc3ccccc3)C2=O)c(Br)cc1OCC(=O)O	13
109	CC(=O)C1C(=O)C(=O)N(CCCN(C)C)C1c1ccc(O)cc1 (stereo not given)	8
110	CC(C)(CO)NCc1cccc(OCc2ccc(Cl)cc2Cl)c1	3
111	CC(C)CN1CCC(C2CCN(C(=O)COc3ccc(F)cc3)C2)CC1 (stereo not given)	-8
112	Cc1cccc(CCNC(=O)c2ccc3c(c2)nc2n3CCCCC2)c1	2
113	Cc1noc(C)c1C(=O)Nc1ccccc1C(F)(F)F	-2
114	Cc1cc(Nc2cccc(Cl)c2C)n2nc(Cc3ccccc3)nc2n1	9
115	Cc1cc(/C=N\NC(=O)c2ccncc2)c(C)n1-c1cccc(C(=O)O)c1	2
116	Cc1ccc2c(c1)Cc1c(nc(-c3ccc(Cl)cc3)nc1SCC(=O)N1CCCCC1)O2	-8
117	Cc1nsc(C)c1/C=N/NC(N)=S	7
118	Cc1ccc(Br)cc1S(=O)(=O)N1CCOCC1	2
119	Cc1scc(C(=O)NCC2CCCO2)c1-c1ccccc1 (stereo not given)	-4

# Shown with the structure last: 17 of the compounds above
entry	ROC1-CUL1 inh	compound
102	5	CC(C)(C)c1ccc(-c2nc(SCCCOc3ccccc3)n3[nH]c(=O)cc3n2)cc1
103	-7	CCn1c(CNc2ccc(OC)cc2)nnc1SCc1ccc(Cl)cc1
104	5	O=c1c2cc(O)cc3cccc(c32)c2nc3ccc4c5c(ccc(c35)n12)CC4
105	16	CC(C)(C)CN1CCOc2ccc(C(C)(O)COc3ccccc3)cc2C1 (stereo not given)
106	-7	CC(C)(C)Cc1nnc(NC(=O)c2ccc(Cl)cc2Cl)s1
107	-1	CC1CN(Cc2c(O)ccc3c(=O)c(-c4cccc5ccccc45)c(C(F)(F)F)oc23)CC(C)O1 (stereo not given)
108	13	COc1cc(/C=C2\SC(=O)N(Cc3ccccc3)C2=O)c(Br)cc1OCC(=O)O
109	8	CC(=O)C1C(=O)C(=O)N(CCCN(C)C)C1c1ccc(O)cc1 (stereo not given)
110	3	CC(C)(CO)NCc1cccc(OCc2ccc(Cl)cc2Cl)c1
111	-8	CC(C)CN1CCC(C2CCN(C(=O)COc3ccc(F)cc3)C2)CC1 (stereo not given)
112	2	Cc1cccc(CCNC(=O)c2ccc3c(c2)nc2n3CCCCC2)c1
113	-2	Cc1noc(C)c1C(=O)Nc1ccccc1C(F)(F)F
114	9	Cc1cc(Nc2cccc(Cl)c2C)n2nc(Cc3ccccc3)nc2n1
115	2	Cc1cc(/C=N\NC(=O)c2ccncc2)c(C)n1-c1cccc(C(=O)O)c1
116	-8	Cc1ccc2c(c1)Cc1c(nc(-c3ccc(Cl)cc3)nc1SCC(=O)N1CCCCC1)O2
117	7	Cc1nsc(C)c1/C=N/NC(N)=S
118	2	Cc1ccc(Br)cc1S(=O)(=O)N1CCOCC1
